Bioassay records from PubChem.
Lipid storage S3: qHTS Assay for Lipid Storage Modulators in Drosophila S3 Cells; Drosophila S3 cells, BODIPY lipid droplet fluorescence, 18-24 h; cells fed with added oleic acid; lipid storage change, negative = inhibition, % at the top dose, mostly 46.1 µM; hits show Potency in µM; hit rate 0.64% among 320,000; active means well fitted inhibition curve with a large enough effect in the signal ratio, with a control signal flat, not every such curve was filed as active; inconclusive means small, poorly fitted or top-dose-only effect, or effect the other way, or a change in a side signal; the % refers to the signal ratio
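Drosophila S3 cells loaded with oleic acid (400 uM, as added) and compounds at several concentrations; lipid droplets imaged by 488-nm laser-scanning cytometry, 500–530 nm intensity and object ratio to cell channel. Percent activity normalized to 20 uM Triacsin C.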
Lipid storage S3 cell count max: second read-out of Lipid storage S3, no call of its own (marks repeat the call); cell number change, %; measured here: cell count max response;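 cells counted by Cell Tracker Red CMTPX staining in the red channel; peak over a dose series mostly up to 46.1 µM; percent activity relative to internal control wells on each plate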
Numbers without * were called inactive; i = inactive; ? = inconclusive; nt = not tested or not shown; [ ] = remark or other dose. On the % scale 0 is the no-effect control and ±100 the full control effect; potency means the concentration at half of the fitted maximal effect.

SMILES | Lipid storage S3 | Lipid storage S3 cell count max
Cc1ccccc1N=C(NOCc1ccc(Cl)cc1Cl)c1nonc1N | ? | nt
Cc1cc(C)c2c(n1)SCC(=O)N2CC(=O)Nc1ccc(Br)c(C)c1 | ? | nt
Oc1ccc(-n2nnnc2SCc2ccccc2Br)cc1 | ? | nt
Cc1ccccc1CN1CCN(CC(=O)NC(C)c2ccccc2)CC1 (configuration not stated) | ? | nt
Cc1ccc2nc(NCc3ccccc3)c(C#N)cc2c1 | ? | nt
Cn1cnc([N+](=O)[O-])c1Nc1ccc(O)cc1 | 0% | -6
Cc1nn(CCCC(=O)NCc2ccccc2)c(=O)c2nccn12 | -2% | -2
Cc1cc(NS(=O)(=O)c2ccc(NC(=O)C3CCCCC3)cc2)no1 | i | nt
O=C(CN1CCCC1)N/N=C/c1ccc(-c2cccc(Cl)c2)o1 | -10% | -2
C=CCNc1nc2c(c(=O)n(C)c(=O)n2C)n1CC(=C)C | 7% | 6
O=C(NC1CCCC1)C(c1ccccn1)N(C(=O)c1csnn1)c1ccccc1Cl (configuration not stated) | ? | nt
CC(=O)N(C1=C(N)C(=O)c2ccccc2C1=O)C(C)C | 5% | 16
CS(=O)(=O)Nc1ccc(C(=O)Nc2ccc3c(c2)OCCO3)cc1 | ? | nt
COC(=O)c1nnn(CC(=O)NC(=O)Nc2cccc(Cl)c2C)c1C(=O)OC | ? | nt
CN(C)CC(C)(C)CN=Cc1c(O)[nH]c2ccccc12 | -3% | 7
COc1ccc2c(c1)C=C(C(=O)OCc1cccnc1)CO2 | ? | nt
c1ccc(-c2ccc(-c3nc(-c4ccncc4)no3)cc2)cc1 | -2% | 13
CCc1c(C)sc(NC(=O)c2cccs2)c1C(=O)OC(C)C | ? | nt
C=CCn1cc(C(=O)OCC)c(=O)c2ccc(F)cc21 | -3%[9.22 µM] | -15
CSCCC(NS(=O)(=O)c1ccc(Cl)cc1)C(=O)OCC(=O)N(C(C)C)C(C)C (configuration not stated) | ? | nt
Cc1c(S(=O)(=O)NC2CCCCCC2)c(=O)n(C)c(=O)n1C | 18% | nt
Nn1c(SCc2ccccc2F)nnc1-c1ccncc1 | 4% | -5
O=C(Nc1nccs1)C1CCN(S(=O)(=O)c2cnc[nH]2)CC1 | i | 4
COc1ccc(/C=C(/NC(=O)c2ccco2)C(=O)Nc2ccc(C(=O)O)cc2)cc1 | -14% | 6
CC(C)N(C(=O)CO/N=C/c1cccc([N+](=O)[O-])c1)C(C)C | ? | nt
CCOC(=O)c1c(-c2ccccc2)csc1NC(=O)c1cccc(N2C(=O)CCC2=O)c1 | -16% | -8
Cc1cc(F)ccc1NCc1ccccc1[N+](=O)[O-] | 16% | -18
COc1ccc(-c2nc(N)n(C(=O)c3ccc(C)cc3)n2)cc1 | ? | nt
CCN(CC)CCN1CCn2c3c(c4cc(C)ccc42)CCCC31 (configuration not stated) | ? | nt
CC(=O)NC1=NC(=O)C(C)S1 (configuration not stated) | -17% | -1
COc1ccccc1CNC(=O)c1ccc2c(=O)n(CC3CCCO3)c(=S)[nH]c2c1 (configuration not stated) | ? | nt
Cc1cccc(OCC(=O)NCC(c2cccs2)N2CCOCC2)c1 (configuration not stated) | ? | nt
O=C(Cn1nnc2ccccc21)Nc1ccc([N+](=O)[O-])cc1 | ? | nt
O=C(O)c1ccc(Nc2ncc([N+](=O)[O-])cc2[N+](=O)[O-])cc1 | ? | nt
COc1ccc(C2=NOC3(CC(=O)N(c4ccc(C)cc4)C3=O)C2)c(OC)c1 (configuration not stated) | ? | nt
CCN(CC)S(=O)(=O)c1ccc(N2CCCC2)c(NC(=O)C2=NN(c3ccccc3)C(=O)CC2)c1 | ? | nt
NC1=NC[C@H](CC2CCCCC2)N1CCc1cc(C(F)(F)F)cc(C(F)(F)F)c1 | ? | nt
COc1ccc(C(=O)NNC(=O)c2ccncc2)cc1 | 4% | -2
CCN(CC)S(=O)(=O)c1ccc(C)c(NC(=O)COc2ccc(Br)cc2Cl)c1 | ? | nt
Cc1cc(NC(=O)CCC(=O)N(CC(=O)NCC2CCCO2)c2ccccc2C)no1 (configuration not stated) | 6% | 5
O=S(=O)(NCCC1=CCCCC1)c1ccc(F)cc1 | ? | nt
CCN(C(=O)COc1ccccc1)C1CCCCC1 | ? | nt
O=C1CCC(C(=O)N2CCC(CO)CC2)CN1Cc1ccc(Cl)cc1 (configuration not stated) | ? | nt
Cc1cccc(COCC(Cc2ccccc2)N2CCN(C(=O)c3cccc(C)c3)CCC2=O)c1 (configuration not stated) | ? | nt
CC(C)N(C(=O)C[n+]1ccsc1N)c1ccccc1 | -8% | -14
CC1CC2=C(C(=O)O1)C(C)Nc1ccccc1N2 (configuration not stated) | -10% | -21
CN1c2ccsc2C(O)=C(C(=S)Nc2ccc(F)c(Cl)c2)S1(=O)=O | ? | nt
O=C(O)c1cccc(-n2cccc2/C=C2\NC(=O)N(Cc3ccc(F)cc3)C2=O)c1 | ? | nt
Cc1ccc(S(=O)(=O)N2CCCCC2)cc1C(=O)NCC1CCCO1 (configuration not stated) | ? | nt
CNC(=S)N1N=C(c2ccc(Br)cc2)CC1c1ccc(N(C)C)cc1 (configuration not stated) | 13% | 28
CCCCOc1ccccc1NC(=O)CSc1nnnn1C(C)(C)C | ? | nt
N/C(=N\OC(=O)CCCC(=O)O)c1ncc(C(F)(F)F)cc1Cl | 3% | 4
NCCc1nnc(SCC(=O)Nc2ccc(Br)cc2)o1 | i | -4
CCC1CN(C)C2Cc3c([nH]c4ccccc34)C(=O)CC1C2C(=O)OC (configuration not stated) | -1% | 3
COc1ccc(S(=O)(=O)Nc2nc3c(s2)CCCC3)cc1 | 10% | 17
CCc1ccc(C2=NNC(=Nc3c(C)n(C)n(-c4ccccc4)c3=O)SC2)cc1 | ? | nt
CCOC(=O)c1cnn(-c2cc(C)nc3c(-c4ccccc4)c(C)nn23)c1N | i | 1
COc1ccc(C)cc1NS(=O)(=O)c1cn(C)c(=O)n(C)c1=O | -1%[9.22 µM] | 0
O=C(Nc1cc(Cl)ccc1N1CCCCC1)c1cccs1 | ? | nt
COc1ccc(-c2cc(C(F)(F)F)nc(SCc3cccc(C(=O)O)c3)n2)cc1 | -4% | -15
Next section
SMILES | Lipid storage S3 | Lipid storage S3 cell count max
COc1ccccc1NC(=O)COC(=O)CCc1ccc(S(=O)(=O)N2CCOCC2)cc1 | 0% | 24
C/C=C/c1ccc(OCCCN2C(=O)NC(C)(C)C2=O)c(OC)c1 | ? | nt
COc1ccccc1NC(=O)Nc1c(C)n(C)n(-c2ccccc2)c1=O | i | nt
O=C(COC(=O)CCc1nc2ccccc2c(=O)[nH]1)NCc1ccc(F)cc1 | 18% | 4
COc1ccc(CC(=O)N2CCN=C2SCc2cccc([N+](=O)[O-])c2)cc1 | ? | nt
COc1cc(OC)c2c(-c3ccccc3)cc(=O)oc2c1 | -5% | -14
CCCCN(CCO)c1ncnc2sc(-c3ccccc3)cc12 | ? | nt
CCOC(=O)c1cc(-c2ccc(F)cc2)n(CCC(=O)NC2CCN(Cc3ccccc3)CC2)c1C | 7% | -12
COCC1CCCCN1C(=O)c1cccc(OC2CCN(C(=O)C3CC3)CC2)c1 (configuration not stated) | i | -35
Cc1c(C)c2ccc(OC(C)C(=O)NCCc3c[nH]c4ccccc34)cc2oc1=O (configuration not stated) | ? | nt
O=C(Cn1c(SCC(=O)N2CCCc3ccccc32)nc2ccccc21)N1CCCC1 | i | nt
CC(CN1CCOCC1)OC(=O)CCc1ccccc1 (configuration not stated) | -4% | 8
CCc1c(C)nc(SCC(=O)NNC(=O)Cc2ccc(OC)cc2)[nH]c1=O | 15% | 26
O=C(c1cc2c(ccc3ccccc32)oc1=O)N1CCCC1 | ? | nt
CN(C)CCCC1(O)c2ccccc2CCc2ccccc21 | -18% | -7
OCCC1CN(Cc2cccn2-c2cccnc2)CCN1Cc1ccc(F)cc1 (configuration not stated) | 25% | 9
CN(C)CCNC(=O)Cn1ccc2cc(S(=O)(=O)N3CCCCC3)ccc21 | ? | nt
Cc1c(NC(=O)Oc2ccccc2)sc(=S)n1C | ? | nt
COc1ccc(C)cc1NC(=O)CO/N=C(\N)CC(=O)Nc1ccccc1OC | ? | nt
COc1cc2c(cc1OC)C1(Nc3c-2c(Cc2ccccc2)nn3-c2ccccc2)C(=O)Nc2ccccc21 (configuration not stated) | ? | nt
CCc1ccc(/C=C2\SC(=S)N(CCC(=O)Nc3cc(C)on3)C2=O)cc1 | 1% | -8
O=C(NN/C(=N/S(=O)(=O)c1ccc(Cl)cc1)c1ccccc1)c1ccc(O)cc1 | ? | nt
Cc1ccc(/C=c2\s/c(=C(/C#N)C(=O)N3CCCC3)n(Cc3ccco3)c2=O)s1 | ? | nt
Cc1cc(N(C)/N=C/c2ccccc2)nc(-c2ccccc2O)n1 | 26% | -1
COc1ccccc1N1CCN(C2CCC(C)CC2)CC1 (configuration not stated) | ? | nt
O=C(N/C(=C/c1ccccc1)C(=O)N1CCOCC1)c1ccc([N+](=O)[O-])cc1 | -14% | 2
O=C(O)CCc1nc(-c2ccccc2)no1 | ? | nt
NC1=NC(=O)/C(=C/c2ccc(Br)cc2)S1 | ? | nt
CNC(=O)c1cc(NC(=O)CCn2nc(-c3ccc(C)cc3)c3ccccc3c2=O)ccc1OC | ? | nt
Cc1nc2ccccc2n1Cc1ccccc1 | -5% | -17
COc1ccc(CN(C(=O)c2oc3ccccc3c2C)C2CCS(=O)(=O)C2)cc1OC (configuration not stated) | i | -5
Cc1ccc(N(Cc2ccccc2F)S(C)(=O)=O)c(C)c1 | -4% | 9
O=C1CSC(c2cn(-c3ccccc3)nc2-c2cc3ccccc3oc2=O)N1Cc1ccco1 (configuration not stated) | ? | nt
O=c1cc(CO)oc(C(Nc2ccccn2)c2ccc(F)cc2)c1O (configuration not stated) | ? | nt
Cc1cccc2nc3ccccc3nc12 | ? | nt
CC1CCCCC1NC(=O)CCN1C(=O)C2C3C=CC(C3)C2C1=O (configuration not stated) | 3% | -1
CC(C)COc1cccc(C(=O)NNC(=O)C2COc3ccccc3O2)c1 (configuration not stated) | ? | nt
Cc1nn(Cc2ccc(Cl)cc2)c(C)c1NC(=O)c1c(-c2ccccc2)noc1C | ? | nt
CCCCC(CC)c1nnc(NC(=O)c2cccs2)s1 (configuration not stated) | ? | nt
O=S(=O)(c1ccc(NC(=S)Nc2ccccc2)cc1)N1CCOCC1 | 2% | 5
O=C(CCSc1nc2ccccc2s1)N/N=C/c1c(O)ccc2ccccc12 | ? | nt
Cc1cccc(OCc2nnc(SCC(=O)Nc3cc(C)on3)n2C)c1 | i | -9
O=C(c1ccc([N+](=O)[O-])s1)N1CCc2ccccc2C1 | -13% | -14
Cn1c(=O)c(C#N)c(-c2ccc(F)cc2)c2cc(C(=O)c3cc(Cl)cc(Cl)c3O)cnc21 | -4% | 6
O=C(CN1CCCN(Cc2ccc(F)cc2Cl)C1=O)NCc1ccccc1 | i | nt
CCc1nnc(NC(=O)c2ccc(S(C)(=O)=O)cc2)s1 | -20% | -2
COc1cccc(C2C(C(=O)OCc3ccccc3)=C(C)Nc3ncnn32)c1OC (configuration not stated) | ? | nt
O=C(COc1ccccc1-c1ccccc1)N/N=C/c1ccc2ccccc2c1 | ? | nt
Cc1cccc(N2CCC(N3CCN(C4CCCCC4)C(CCO)C3)CC2)c1C (configuration not stated) | ? | nt
Cc1cccc(OCc2nc3ccccc3c(=O)n2N)c1 | i | 18
COc1ccccc1-c1nn(-c2ccccc2)cc1C(=O)NC1CC1 | ? | nt
O=C(Nc1cccc(F)c1)Nc1ccnn1C1CCN(C(=O)c2cscn2)CC1 | ? | nt
CSc1nsc(SCC(=O)N2CCN(c3ccccc3)CC2)n1 | i | -6
CN(C(=O)c1cccc([N+](=O)[O-])c1)c1ccccc1C(=O)NCc1ccccc1 | 24% | -1
Cc1cc([N+](=O)[O-])nn1CC(=O)c1ccccc1 | ? | nt
CC1CCCCN1C(=O)c1ccc(NC(=O)c2ccccc2Cl)cc1 (configuration not stated) | -20% | 0

Filtered by structure, those above containing two or more sulfur atoms (13)
SMILES | Lipid storage S3 | Lipid storage S3 cell count max
CCc1c(C)sc(NC(=O)c2cccs2)c1C(=O)OC(C)C | ? | nt
CSCCC(NS(=O)(=O)c1ccc(Cl)cc1)C(=O)OCC(=O)N(C(C)C)C(C)C (configuration not stated) | ? | nt
O=C(Nc1nccs1)C1CCN(S(=O)(=O)c2cnc[nH]2)CC1 | i | 4
CN1c2ccsc2C(O)=C(C(=S)Nc2ccc(F)c(Cl)c2)S1(=O)=O | ? | nt
COc1ccc(S(=O)(=O)Nc2nc3c(s2)CCCC3)cc1 | 10% | 17
Cc1c(NC(=O)Oc2ccccc2)sc(=S)n1C | ? | nt
CCc1ccc(/C=C2\SC(=S)N(CCC(=O)Nc3cc(C)on3)C2=O)cc1 | 1% | -8
Cc1ccc(/C=c2\s/c(=C(/C#N)C(=O)N3CCCC3)n(Cc3ccco3)c2=O)s1 | ? | nt
CCCCC(CC)c1nnc(NC(=O)c2cccs2)s1 (configuration not stated) | ? | nt
O=S(=O)(c1ccc(NC(=S)Nc2ccccc2)cc1)N1CCOCC1 | 2% | 5
O=C(CCSc1nc2ccccc2s1)N/N=C/c1c(O)ccc2ccccc12 | ? | nt
CCc1nnc(NC(=O)c2ccc(S(C)(=O)=O)cc2)s1 | -20% | -2
CSc1nsc(SCC(=O)N2CCN(c3ccccc3)CC2)n1 | i | -6

Only part of the results is shown; rates above refer to the full screens.
